rTrxR1 inhibitor = qHTS Assay for Inhibitors of Mammalian Selenoprotein Thioredoxin Reductase 1 (TrxR1): qHTS. Thioredoxin reductase 1, cytoplasmic (Rattus norvegicus), O89049. recombinant rTrxR1, NADPH fluorescence consumption, selenite substrate. Potency, µM (top dose mostly 114 µM), inactives show at the top dose activity change, negative = inhibition, actives largely listed as inhibitors. actives 1% (n = 390,000); note: potency is the fitted concentration of half-maximal effect; % is set by controls: 0 for no effect and ±100 for the full control effect; nearly all actives have a fitted effect of over 65% in size
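Rat TrxR1 (90 nM in the dispensed reagent) was pre-reduced with 400 uM NADPH for 5 min at room temperature, then incubated with compound for 15 min. After 400 uM selenite was added, NADPH fluorescence (Ex 340/Em 450 nm) was followed for 8 min.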
TRHR enhancer = qHTS for Small Molecule Agonists and Allosteric Enhancers of Human TRH Receptor: Primary Screen for Enhancers. enhancement, % at 2 µM. actives 0.66% (n = 360,000). AID 493056, 2011. TRHR cells, fluo-8 calcium fluorescence, EC20 TRH enhancement; in the data active = enhancement above about 30%; note: 0% is about no effect
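TRHR-expressing cells loaded with fluo-8 calcium dye were read kinetically (ex 480/em 530) during compound addition, then stimulated with an EC20 of TRH (10 nM final). Enhancement of the Gq-mediated intracellular calcium response was scored.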
PI4K2A inh = qHTS for small molecular inhibitors of PI4K2A; Phosphatidylinositol 4-kinase type 2-alpha (Homo sapiens), Q9BTU6; purified PI4K2A, ADP-Glo luminescence, 1 h; hits give low values; activity change, negative = inhibition, % at 76.9 µM; actives 0.13% (n = 420,000); in the data active = activity change below about -50%; inconclusive = mostly about -30% to -49%;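 note: -100% = wells without enzyme as full effect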
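In this quantitative HTS, ADP production by PI4K2A was quantified luminescently after 1 h at ambient temperature; 100 microM adenosine served as plate-quality control.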
USP1-UAF1 inh = Inhibitors of USP1/UAF1: Primary Screen; Ubiquitin carboxyl-terminal hydrolase 1 (Homo sapiens), O94782; AID 743255, 2014; Potency, µM (top dose mostly 57.1 µM), inactives show at the top dose activity change, negative = inhibition, most hits filed as inhibitors; recombinant USP1/UAF1, Ub-Rhodamine cleavage fluorescence; actives 0.23% (n = 390,000); note: potency is the fitted concentration of half-maximal effect; % is set by controls: 0 for no effect and ±100 for the full control effect; nearly all actives have a fitted effect of over 60% in size; inactives centre near -12
Target sequence (O94782 whole entry, looked up): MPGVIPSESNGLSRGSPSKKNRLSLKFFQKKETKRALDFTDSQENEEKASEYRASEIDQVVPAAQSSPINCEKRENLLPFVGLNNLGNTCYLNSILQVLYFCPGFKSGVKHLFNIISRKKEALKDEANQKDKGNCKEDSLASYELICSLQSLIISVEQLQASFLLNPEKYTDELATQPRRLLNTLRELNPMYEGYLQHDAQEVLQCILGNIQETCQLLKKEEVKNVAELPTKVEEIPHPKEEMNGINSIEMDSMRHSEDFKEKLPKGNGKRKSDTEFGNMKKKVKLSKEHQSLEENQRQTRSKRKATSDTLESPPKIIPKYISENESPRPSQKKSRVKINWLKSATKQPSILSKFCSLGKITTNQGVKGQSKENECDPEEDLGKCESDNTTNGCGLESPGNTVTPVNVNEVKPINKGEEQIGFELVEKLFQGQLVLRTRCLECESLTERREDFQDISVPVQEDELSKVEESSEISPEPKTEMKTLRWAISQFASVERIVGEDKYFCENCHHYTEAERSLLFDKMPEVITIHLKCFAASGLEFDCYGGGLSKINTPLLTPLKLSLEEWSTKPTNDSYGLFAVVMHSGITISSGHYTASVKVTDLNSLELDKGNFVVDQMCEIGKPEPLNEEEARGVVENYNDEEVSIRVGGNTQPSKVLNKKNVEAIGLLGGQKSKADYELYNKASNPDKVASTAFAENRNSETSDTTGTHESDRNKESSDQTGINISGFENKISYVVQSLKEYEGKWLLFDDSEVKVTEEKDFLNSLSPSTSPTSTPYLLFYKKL
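High-throughput fluorogenic screen: 1nM USP1/UAF1 complex, Ub-Rho substrate 150nM final, 50mM HEPES pH 7.8 with 0.5mM EDTA, 0.1 mg/ml BSA, 1mM TCEP and 0.01% Tween-20.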
D2 antagonist = HTS Assay for Allosteric Antagonists of the Human D2 Dopamine Receptor: Primary Screen for Antagonists; actives 2% (n = 340,000); HEK293 TREx D2 cells, calcium flux, dopamine EC80; D(2) dopamine receptor (Homo sapiens), P14416; inhibition, % at 10 µM; in the data active = inhibition above about 30%; note: 0% is about no effect
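Read-out: kinetic calcium fluorescence (1 cycle/s) in inducible HEK293 T-REx D2 cells after an EC80 dopamine addition that followed 180 s compound preincubation. Loss of the dopamine response indicates antagonism.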
TRHR agonist = qHTS for Small Molecule Agonists and Allosteric Enhancers of Human TRH Receptor: Primary Screen for Agonists. Thyrotropin-releasing hormone receptor (Homo sapiens), P34981. TRHR cells, calcium flux fluo-8, FDSS agonist mode. activation, % at 2 µM. actives 0.18% (n = 360,000). AID 493084, 2011; in the data active = activation above about 30%; note: 0% is about no effect
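Fluo-8-loaded TRHR cells; 10 s baseline, compound added, kinetic Ca2+ fluorescence read 1/s, agonist mode.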
D2 agonist = HTS Assay for Allosteric Agonists of the Human D2 Dopamine Receptor: Primary Screen for Agonists; HEK293 T-REx D2 cells, calcium flux agonist mode; D(2) dopamine receptor (Homo sapiens), P14416; actives 0.53% (n = 340,000); activation, % at 2 µM;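 active = activation over 3 SD above normal in the single-dose calcium agonist read, cut at about 30% in these data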; note: 0% is about no effect
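Agonism scored from kinetic calcium signal (1 read/sec, 180 s) following compound pin transfer, after a 10 s baseline. Cells: HEK293 Trex line expressing inducible D2 receptor coupled to calcium, dye-loaded after overnight culture at 30 C.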
mIDH1 inhibitor = qHTS for Inhibitors of mutant isocitrate dehydrogenase 1 (IDH1): qHTS; Isocitrate dehydrogenase [NADP] cytoplasmic (Homo sapiens), O75874; IDH1-R132H enzyme, NADPH consumption, diaphorase/resazurin fluorescence; Potency, µM (titrated, usually from 76.6 µM), for inactives: top-dose activity change, negative = inhibition, actives largely listed as inhibitors; actives 0.093% (n = 390,000); AID 602179, 2012; note: potency is the fitted concentration of half-maximal effect; % is set by controls: 0 for no effect and ±100 for the full control effect; nearly all actives have a fitted effect of over 65% in size
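IDH1-R132H (0.5 ug/mL dispensed) in pH 7.5 Tris buffer was preincubated 30 min with compound, then given a substrate mix of 0.016 mM NADPH and 2 mM alpha-KG for 80 min at room temperature; remaining NADPH was read by diaphorase/resazurin fluorescence.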
TrxR1 substrate = qHTS Assay for Substrates of Mammalian Selenoprotein Thioredoxin Reductase 1 (TrxR1): qHTS; Thioredoxin reductase 1, cytoplasmic (Rattus norvegicus), O89049; actives 0.01% (n = 390,000); purified TrxR1 substrate turnover, NADPH consumption readout; AID 588456, 2011; Potency, µM (series often up to 114 µM), inactives show top-dose activity change, negative = substrate turnover; note: potency is the fitted concentration of half-maximal effect; % is set by controls: 0 for no effect and ±100 for the full control effect; nearly all actives have a fitted effect of over 50% in size
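Rat TrxR1, dispensed at 90 nM, was prereduced with 400 uM NADPH (final) for 5 min at ~22 deg C, then incubated with compound 15 min before 400 uM selenite. A first-read NADPH fluorescence drop versus no-compound background flagged substrates.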
Starred values were filed as active, the others as inactive; ? = inconclusive; . = no result given; & = joins results of further samples; [ ] = another dose, or the depositor's remark. Unless noted, calls come from the whole dose curve; as a rule, active = well fitted inhibition curve with a large enough effect; inconclusive = small, poorly fitted or top-dose-only effect; inactive = no such curve, though single readings can be large or run the other way.

no.	smiles	D2 antagonist	TrxR1 substrate	USP1-UAF1 inh	TRHR enhancer	mIDH1 inhibitor
1	CCOc1cccc(CNc2ccc(O)cc2)c1OCc1ccc(Cl)cc1Cl	1.1	0.7%[57.1 µM]	31.6µM*	-9.7	3.9%
2	O=C(NC[C@@H]1CCCO1)c1cccc2c1C(=O)c1ccc(Cl)cc1S2(=O)=O	.	-1.0%[57.1 µM]	-18.9%	2.4	-3.1%
3	O=C(CNC(=O)c1nc[nH]c1C(=O)N1CCN(c2ccccc2)CC1)OCc1ccccc1	.	-5.3%	20.8%	-5.4	-1.0%
4	CCOCCc1nnc(NC(=O)c2cccs2)s1	0.6	-3.4%	-7.4%	-3.6	-7.0%
5	CCS(=O)(=O)C1=NN2C(=N)/C(=C\c3ccc(OC(=O)c4ccco4)c(OC)c3)C(=O)N=C2S1	.	-22.8%	-6.2%	-3.4	-4.8%
6	CCc1ccc(CN2CCN(C(=O)c3ccco3)CC2)cc1	83.3*	-5.5%	-20.7%	0.0	0.0%
7	O=[N+]([O-])c1cc(S(=O)(=O)Nc2ccccc2)ccc1N1CCN(c2ccccc2)CC1	1.5	0.4%	-12.4%	-2.3	-2.6%
8	Cc1ccccc1C(=O)Nc1cc(C(F)(F)F)ccc1-n1cncn1	-11.7	0.6%	-2.2%	4.3	-3.2%
9	CCCC1(c2ccccc2)NC(=O)N(CCN2C(=O)c3ccccc3C2=O)C1=O (stereo not given)	23.0	-1.9%	-24.0%	10.6	9.3%
10	CCOC(=O)N1CCN(c2nc(C)c3c(n2)CCCC3=O)CC1	-2.3	-9.6%	-14.0%	0.7	1.2%

no.	TRHR agonist	D2 agonist	PI4K2A inh	rTrxR1 inhibitor
1	4.2	0.3	-57.7*	?
2	0.1	.	-0.8	-10.1%[57.1 µM]
3	-1.1	.	-0.4	4.8%[57.1 µM]
4	0.2	0.5	-9.6	-2.5%
5	1.9	.	-8.6	?
6	-0.3	79.7*	4.2	-28.5%
7	0.1	0.9	1.5	11.7%
8	0.3	0.3	2.0	4.3%
9	-0.3	-0.7	7.0	-1.2%
10	-0.2	-0.4	2.3	-11.4%

Next section:
no.	smiles	D2 antagonist	TrxR1 substrate	USP1-UAF1 inh	TRHR enhancer	mIDH1 inhibitor
11	Cc1cc(C)c(S(=O)(=O)Nc2ccnc(-c3cccnc3)n2)c(C)c1	0.5	-1.1%	-11.5%	5.0	-0.4%
12	NC(=O)N/N=C/c1c(F)cccc1F	-2.5	-7.9%	4.1%	-5.4	-5.8%
13	O=S(=O)(NCc1csc(-c2cccs2)n1)c1cccc(C(F)(F)F)c1	-2.5	-3.2%	-3.9%	-2.2	1.8%
14	O=S(=O)(c1ccccc1)[C@@]1(c2ccccc2)C[C@@H]2ON=C(c3cccc(Br)c3)[C@@H]2C1	.	-6.1%	-19.2%	1.2	-6.4%
15	CC(=O)N1CCc2cc(CNS(=O)(=O)c3ccc(F)cc3)ccc21	.	3.2%[57.1 µM]	5.0%	10.7	16.1%
16	O=C1C(Cc2cccc([N+](=O)[O-])c2)S/C(=N/N=C/c2ccco2)N1c1ccccc1 (stereo not given)	-0.1	3.2%	-17.7%	0.7	-0.4%
17	COc1cccc(NC(=O)c2cccc3c(=O)c4c([nH]c23)CCCC4)c1	.	-7.1%	-3.8%	2.8	5.3%
18	CSCC[C@H](NS(=O)(=O)c1ccc(C(C)=O)cc1)c1nnc2ccccn12	-6.9	3.5%	-13.4%	9.6	0.3%
19	CC(C)(C)OC(=O)C[C@H]1C/C=C\C[C@H](CC(=O)N[C@H](CO)Cc2ccccc2)C(=O)N2CCC[C@@H]2COC1=O	.	0.6%	-17.9%	.	13.0%
20	Cc1ccc2nc3c(c(C(=O)OCC(=O)N(C)C4CCS(=O)(=O)C4)c2c1)CCCC3 (stereo not given)	-10.2	39.8%	?	1.2	0.5%

no.	TRHR agonist	D2 agonist	PI4K2A inh	rTrxR1 inhibitor
11	-0.7	-0.3	-6.7	20.8%
12	0.6	1.4	-2.1	-17.2%
13	-0.7	-1.3	-1.2	-14.8%
14	0.3	.	-1.4	5.6%
15	-0.2	-0.1	-7.9	11.2%[57.1 µM]
16	0.4	-0.2	-0.6	7.1%
17	0.1	2.3	0.8	4.2%
18	0.1	0.8	-7.0	?
19	.	.	-4.4	-10.8%
20	0.2	-0.6	-2.6	23.3%[57.1 µM]

(listing goes on)
no.	smiles	D2 antagonist	TrxR1 substrate	USP1-UAF1 inh	TRHR enhancer	mIDH1 inhibitor
21	CN1C(C(=O)c2ccccc2)=C(N)c2ccccc2S1(=O)=O	18.0	1.1%[11.4 µM]	-26.6%	5.7	-0.4%
22	Fc1cc2[nH]cnc2cc1Cl	9.0	3.9%	-15.4%	3.8	6.7%
23	CCCN(CCC)C(=O)c1cc2c(=O)n3cccc(C)c3nc2s1	1.0	32.0%&77.4%[activator]	-25.2%	-7.3&11.4	1.9%&17.6%
24	COc1ccc(N2C(=O)CSC23C(=O)N2c4c(cccc43)C(C)=CC2(C)C)cc1 (stereo not given)	1.1	6.2%	-25.9%	14.8	2.9%
25	Cc1c(-c2ccccc2)nc(N)c(C#N)c1-c1cccnc1	0.9	5.8%	-6.9%	28.4	-1.1%
26	CN1C(=O)/C(=C/C=C2/CCCN2C)N(C)C1=S	-3.6	?	-26.2%	-0.2	0.0%

no.	TRHR agonist	D2 agonist	PI4K2A inh	rTrxR1 inhibitor
21	0.8	-0.5	12.2	11.5%[11.4 µM]
22	0.4	-0.4	1.7	26.9%
23	-0.8&-2.3	0.9&-0.9	-6.0&-1.3	?
24	-1.2	1.3	-5.2	23.2%
25	0.2	-0.7	5.4	3.4%
26	-1.8	-1.7	-0.9	?

By substructure, the entries above with fluorine
no.	smiles	D2 antagonist	TrxR1 substrate	USP1-UAF1 inh	TRHR enhancer	mIDH1 inhibitor
8	Cc1ccccc1C(=O)Nc1cc(C(F)(F)F)ccc1-n1cncn1	-11.7	0.6%	-2.2%	4.3	-3.2%
12	NC(=O)N/N=C/c1c(F)cccc1F	-2.5	-7.9%	4.1%	-5.4	-5.8%
13	O=S(=O)(NCc1csc(-c2cccs2)n1)c1cccc(C(F)(F)F)c1	-2.5	-3.2%	-3.9%	-2.2	1.8%
15	CC(=O)N1CCc2cc(CNS(=O)(=O)c3ccc(F)cc3)ccc21	.	3.2%[57.1 µM]	5.0%	10.7	16.1%
22	Fc1cc2[nH]cnc2cc1Cl	9.0	3.9%	-15.4%	3.8	6.7%

no.	TRHR agonist	D2 agonist	PI4K2A inh	rTrxR1 inhibitor
8	0.3	0.3	2.0	4.3%
12	0.6	1.4	-2.1	-17.2%
13	-0.7	-1.3	-1.2	-14.8%
15	-0.2	-0.1	-7.9	11.2%[57.1 µM]
22	0.4	-0.4	1.7	26.9%

PI4K2A inh, what is marked active above
item	molecule	D2 antagonist	TrxR1 substrate	USP1-UAF1 inh	TRHR enhancer	mIDH1 inhibitor	TRHR agonist	PI4K2A inh	rTrxR1 inhibitor
1	CCOc1cccc(CNc2ccc(O)cc2)c1OCc1ccc(Cl)cc1Cl	1.1	0.7%[57.1 µM]	31.6µM*	-9.7	3.9%	4.2	-57.7*	?

Screens as filed in PubChem BioAssay.
